# Screens: PubChem BioAssay, several laboratories
# CCHFV vOTU inh – blocks the CCHF virus ovarian tumor domain protease | CCHFV vOTU protease, Pep-AMC fluorescence | 370,000 tested, 0.55% active | inhibition, % at 11.5 µM; in the data active means inhibition above about 30%; further: 0% = vehicle wells with enzyme and 100% = no enzyme wells
# Vc quorum ag – inducers of Vibrio cholerae quorum light production without autoinducers; V. cholerae BH1578 lux reporter, luminescence, 6 h; activation, % at 18.7 µM; 350,000 tested, 0.16% active; in the data active means activation mostly above about 9.7%, no sharp cut-off; further: not every result past the cut was called active; inactives centre near 0; reference of the scale not given here
# PrPC TRFRET – cell surface PrPC inhibition, primary TR-FRET screen | P04156 | TR-FRET read-out | inhibition, % at 13.8 µM | 370,000 tested, 0.43% active; in the data active means inhibition above about 24%; further: 0% = median of the test wells and 100% = reference compound wells
# Rv3671c inh – inhibits the M. tuberculosis serine protease Rv3671c. AID 2606. 320,000 tested, 0.048% active. inhibition, % at 5.96 µM; in the data active means inhibition above about 38%;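 further: extracellular domain of Rv3671c used as enzyme; 0% = enzyme with DMSO and 100% = no enzyme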
# Target sequence (P9WHR9 whole entry, looked up, the tested form may be a part): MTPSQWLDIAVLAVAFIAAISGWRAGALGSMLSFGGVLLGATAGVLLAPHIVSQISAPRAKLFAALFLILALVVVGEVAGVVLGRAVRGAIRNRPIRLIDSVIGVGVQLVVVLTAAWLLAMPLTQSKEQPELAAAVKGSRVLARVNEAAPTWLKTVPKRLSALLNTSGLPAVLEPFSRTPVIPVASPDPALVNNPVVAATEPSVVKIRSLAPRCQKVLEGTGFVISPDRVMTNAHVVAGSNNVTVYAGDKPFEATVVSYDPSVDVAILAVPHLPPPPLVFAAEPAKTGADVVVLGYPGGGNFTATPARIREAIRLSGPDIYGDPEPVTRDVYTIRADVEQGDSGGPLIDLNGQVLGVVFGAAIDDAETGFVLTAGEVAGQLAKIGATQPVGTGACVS
# PriA SSB inh – blocks PriA binding to SSB C-terminal tail | AlphaScreen SSBct-PriA binding, biotinylated peptide | inhibition, % at 33 µM | 430,000 tested, 0.6% active; in the data active means inhibition mostly above about 37%, no sharp cut-off; inactive means mostly below about 20%;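 further: plate controls were negative control peptide for no effect and reference peptide for full effect; strong numbers were not always called active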
# Y pestis TopoI – blocks Yersinia pestis topoisomerase I activity | Y. pestis Topo-I cleavage product accumulation, plate reader | activity, % at 10 µM | 360,000 tested, 0.064% active; in the data active means activity above about 50%, passing the limit was not always enough; further: inactives centre near 2
# TcdB GH inh – inhibitors of Clostridioides difficile toxin B glycohydrolase; P18177; TcdB glycohydrolase enzymatic assay, plate reader; inhibition, % at 9.99 µM; 350,000 tested, 0.24% active; AID 652162; in the data active means inhibition above about 10%
# VHR inh abs – blocks human VHR1 dual specificity phosphatase. P51452. recombinant VHR phosphatase, pNPP absorbance. inhibition, % at 13.3 µM. 290,000 tested, 0.52% active; in the data active means inhibition above about 50%; further: some compounds called inactive have numbers as strong as hits
# Target sequence (P51452 whole entry, looked up): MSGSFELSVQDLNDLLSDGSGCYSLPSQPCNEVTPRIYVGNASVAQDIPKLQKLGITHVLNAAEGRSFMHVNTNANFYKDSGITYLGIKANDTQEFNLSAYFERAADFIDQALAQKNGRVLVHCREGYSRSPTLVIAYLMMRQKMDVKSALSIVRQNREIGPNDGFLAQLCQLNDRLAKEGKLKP
# 3CLpro inhibitor – SARS-CoV 3CLpro protease inhibition; 290,000 tested, 0.14% active; recombinant SARS-CoV 3CLpro, quenched FRET peptide cleavage; P0C6X7; inhibition, % at 6 µM; AID 1706; in the data active means inhibition above about 12%
# MazF activator – increases E. coli MazEF RNase cleavage of RNA. P0AE70. FAM/BHQ RNA-DNA oligo cleavage fluorescence, 5 h. activation, % at 20 µM. 350,000 tested, 0.32% active. AID 504720; in the data active means activation above about 50%
# Target sequence (P0AE70 whole entry, looked up): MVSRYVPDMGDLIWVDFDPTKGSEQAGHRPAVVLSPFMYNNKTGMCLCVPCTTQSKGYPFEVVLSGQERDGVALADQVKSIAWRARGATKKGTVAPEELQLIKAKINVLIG
# Active calls of the source: *; i = inactive; . = not tested or not shown; & = joins results of further samples.
SMILES,CCHFV vOTU inh,Vc quorum ag,PrPC TRFRET,Rv3671c inh,PriA SSB inh,Y pestis TopoI,TcdB GH inh,VHR inh abs,3CLpro inhibitor,MazF activator
CCc1cccc2c(C(=O)COC(=O)c3ccc([N+](=O)[O-])s3)c[nH]c12,4.5,-0.7,-29.9,-18.0,26.2,-28.8,0.3,-6.9,2.5,12.7
O=C(O)Cc1ccc(NC(=O)Nc2cccc(Cl)c2)cc1,0.4,i,2.6,-2.1,-26.1,-1.6,0.6,18.5,3.1,3.0
O=C(O)c1cc(-c2ccc3c(c2)OCO3)nc2ccc(Cl)cc12,13.4,i,-5.2,2.8,-3.4,-4.0,2.2,-1.5,5.4,-1.9
COC(=O)[C@@H]1C[C@@]2(O)[C@@H](O)[C@@H](O)[C@@H](O)C[C@H]2N1Cc1ccc(Cl)cc1,0.1,i,-5.9,-6.5,-15.4,-5.0,0.0,3.5,.,-3.8
CCCNC(=O)CSCc1nc(-c2ccc(SC)cc2)oc1C,4.5,0.3,0.5,-2.5,-4.8,6.4,0.8,29.0,-1.7,-1.4
COc1cccc(-n2nnc3c(=O)n(Cc4c(F)cccc4Cl)cnc32)c1,-6.8,-0.4,2.2,0.9,-2.4,-6.1,.,-20.2,-4.0,90.0*
COc1ccc(-c2nn(CCC#N)cc2C(=O)Nc2cccc(C(=O)O)c2)cc1[N+](=O)[O-],26.2,-0.5,-9.8,5.7,-9.6,-6.3,-9.6,36.0,0.8,12.0
COc1ccccc1-c1cn[nH]c1-c1ccc(O)cc1O,-16.0,-1.3,-0.5,-2.0,-3.2,3.0,13.6*,2.4,0.0,6.0
CCOCCn1ccc2c(OCC(=O)Nc3ccccc3OC)cccc2c1=O,-0.5,-0.7,12.8,-2.1,9.8,36.7,0.2,.,.,14.7
O=C(c1c[nH]c2ccc(S(=O)(=O)N3CCC4(CC3)OCCO4)cc2c1=O)N1CCC2(CC1)OCCO2,1.3,i,-0.4,-2.9,-1.2,3.4,0.9,9.8,-2.0,2.3
C[C@@H]1CN([C@@H](C)CO)S(=O)(=O)c2ccc(Br)cc2O[C@@H]1CN(C)Cc1ccccn1,-0.7,i,-2.7,.,.,6.6,1.4&-1.7,.,.,8.1
CCn1c(C)c2c([n+]1CC)CC(C)(C)CC2=O,3.6,i,-5.2,2.1,-9.4,-10.8,0.7,1.6,-0.1,0.5
Cc1ccc(CNC(=O)C(=O)NCC2OCCN2C(=O)c2cccs2)cc1 (configuration not stated),-4.5,i,-5.2,9.1,-3.4,-7.2,1.2,16.4,5.2,1.2
C[C@@H]1CN([C@@H](C)CO)C(=O)c2cc(NC(=O)C3CCCCC3)ccc2O[C@@H](C)CCCCO[C@H]1CN(C)S(=O)(=O)c1ccc(Cl)cc1,10.0,-0.7,-9.5,.,.,24.7,-0.7&-1.5,.,.,-2.0
CCOC(=O)CS(=O)(=O)c1ccc2ccccc2c1,-2.9,i,3.6,-6.4,-1.8,1.8,.,35.3,3.4,8.7
O=c1cc(CN2CCNCC2)nc2sccn12,1.7,i,-2.8,-7.8,-0.5,-1.5,-0.7,.,1.5,10.2
O=C(NC(=S)Nc1ccccc1[N+](=O)[O-])c1ccccc1Cl,9.3,-0.9,7.0,4.2,6.1,1.1,1.0,-6.4,-1.6,-4.4
CCN1CCN(Cc2cccnc2)CC1,11.6,-0.3,3.2,-2.5,6.7,1.7,-0.1,6.5,-9.2,-4.6
O=C(NCc1nnc(SCC(=O)N2CCCC2)o1)c1ccccc1,8.3,i,-3.0,-6.0,-17.7,-9.8,0.7,36.6,-1.6,1.7
CCOC(=O)CN1C(=O)C(Sc2n[nH]c(-c3ccc(C)cc3)n2)CCc2ccccc21 (configuration not stated),-1.7,i,13.5,-16.4,-12.6,-7.6,0.8,33.8,6.3,-1.9
c1ccc(CCc2nn3c(Cn4cnc5ccccc54)nnc3s2)cc1,-0.9,1.6,9.0,-5.6,-2.5,15.5,1.1,-0.9,0.8,-6.7
c1cnc(Oc2ccc3oc4ccccc4c3c2)nc1,22.7,i,1.2,3.2,-13.7,5.7,.,-14.5,3.5,0.5
O=C(c1ccc(Cl)c([N+](=O)[O-])c1)N1CCN(Cc2ccc3c(c2)OCO3)CC1,9.0,-1.0,-7.7,-0.5,-0.7,25.7,-0.2,14.9,-3.5,5.9
C=CCC[C@@H](Cc1ccc(F)cc1)C(=O)OC[C@H](C)NC(=O)[C@@H](CC=C)CC(=O)N(CCO)Cc1ccccc1,31.6*,1.0,10.3,-1.3,-5.5,12.0,-4.1,.,.,0.3
CCOC(=O)c1c(NC(=O)CN2CCN(C(=O)c3ccco3)CC2)sc(C(N)=O)c1C,7.0,-0.3,-0.6,-0.4,2.1,-6.0,-0.2,14.4,0.0,2.6
Cc1ccccc1CN1C(=O)c2ccccc2Sc2ccc(C(=O)NCCN3CCOCC3)cc21,5.5,-0.3,-7.7,-8.5,7.8,-7.5,1.0,-12.9,1.4,4.5
CCCCC/C=C/C1=CC(=O)C[C@H](c2ccc(Cl)cc2)C1,22.9,-2.8,2.7,2.1,1.2,28.6,-2.7,.,.,-2.8
CSc1nn(CCc2ccncc2)c(=S)s1,8.0,-0.3,0.3,-1.4,-19.6,-3.0,.,11.3,-5.9,6.8
Cc1cc(C(=O)CN2C(=O)NC3(CCCCCC3)C2=O)c(C)n1C,-4.1,i,-0.1,.,10.0,-4.8,-0.6,.,.,9.1
CC(C)CN(/C=N/c1sc2c(c1C#N)CCCCC2)CC(C)C,9.5,i,1.1,-1.1,.,-3.9,.,-11.1,-4.1,9.0

# 4 entries from above, set out differently:
> CCCCC/C=C/C1=CC(=O)C[C@H](c2ccc(Cl)cc2)C1
  CCHFV vOTU inh = 22.9
  Vc quorum ag = -2.8
  PrPC TRFRET = 2.7
  Rv3671c inh = 2.1
  PriA SSB inh = 1.2
  Y pestis TopoI = 28.6
  TcdB GH inh = -2.7
  VHR inh abs = .
  3CLpro inhibitor = .
  MazF activator = -2.8
> CSc1nn(CCc2ccncc2)c(=S)s1
  CCHFV vOTU inh = 8.0
  Vc quorum ag = -0.3
  PrPC TRFRET = 0.3
  Rv3671c inh = -1.4
  PriA SSB inh = -19.6
  Y pestis TopoI = -3.0
  TcdB GH inh = .
  VHR inh abs = 11.3
  3CLpro inhibitor = -5.9
  MazF activator = 6.8
> Cc1cc(C(=O)CN2C(=O)NC3(CCCCCC3)C2=O)c(C)n1C
  CCHFV vOTU inh = -4.1
  Vc quorum ag = i
  PrPC TRFRET = -0.1
  Rv3671c inh = .
  PriA SSB inh = 10.0
  Y pestis TopoI = -4.8
  TcdB GH inh = -0.6
  VHR inh abs = .
  3CLpro inhibitor = .
  MazF activator = 9.1
> CC(C)CN(/C=N/c1sc2c(c1C#N)CCCCC2)CC(C)C
  CCHFV vOTU inh = 9.5
  Vc quorum ag = i
  PrPC TRFRET = 1.1
  Rv3671c inh = -1.1
  PriA SSB inh = .
  Y pestis TopoI = -3.9
  TcdB GH inh = .
  VHR inh abs = -11.1
  3CLpro inhibitor = -4.1
  MazF activator = 9.0

# Next part.
SMILES,CCHFV vOTU inh,Vc quorum ag,PrPC TRFRET,Rv3671c inh,PriA SSB inh,Y pestis TopoI,TcdB GH inh,VHR inh abs,3CLpro inhibitor,MazF activator
O=C(Nc1cccc(-n2cnnn2)c1)c1ccccc1Br,-1.6,0.0,7.1,-3.7,1.8,-5.7,-3.9,25.2,-2.0,-3.2
COc1cc(OC)cc(-c2n[nH]c(=S)n2-c2ccc3c(c2)OCO3)c1,0.8,-0.3,4.6,-6.5,-4.1,-8.6,1.2,-3.6,0.4,7.4
Cc1c(C)n(Cc2ccccc2)c2ccc(C(=O)O)cc12,4.4,i,-0.5,-6.0,-0.2,1.5,-0.4,.,.,-4.3
CC1(C)C(=O)C2(CCCCC2)C(=O)OC1c1cccn1-c1ccc([N+](=O)[O-])cc1 (configuration not stated),-2.9,-0.3,-4.4,4.4,-6.3,-2.6,0.4,-1.6,4.1,0.2
O=C(C1CCN(S(=O)(=O)c2ccc3ccccc3c2)CC1)N1CCN(c2ncccn2)CC1,13.6,i,2.6,5.8,-5.1,24.3,.,25.2,0.6,-1.8
O=C(/C=C/Nc1ccccc1)c1ccc(Oc2ncccn2)cc1,11.4,-0.2,-1.3,-4.2,2.0,13.0,.,24.7,-4.1,-0.3
O=C(O)/C=C/c1ccc(-c2cccc(C(F)(F)F)c2)o1,-2.0,-0.3,-2.9,-8.5,-10.4,0.6,-0.3,20.6,2.7,6.3
O=C(Nc1ccccc1)P(=O)(O)c1ccccc1,-0.3,-2.0,-7.5,.,-12.8,4.7,1.7,.,.,3.0
Cc1csc2nc(CNS(=O)(=O)c3ccc(-c4ccccc4)cc3)cn12,-3.2,-0.3,16.4,-2.6,-3.0,10.9,0.9,13.6,-1.2,-0.5
COc1cccc(C(=O)NCc2ccc3c(c2)OCO3)c1,9.6,i,-8.4,1.4,-11.2,-3.5,0.2,19.3,-3.0,-4.5
CCCN(CC(=O)Nc1cc(Cl)ccc1Cl)C(=O)c1ccc(N2CCCC2=O)cc1,-3.5,i,1.3,-3.7,-2.1,12.9,2.1,.,.,4.6
COCCC(=O)N1CCCC(N2CCN(c3ccc(F)cc3)CC2)C1 (configuration not stated),10.7,i,9.9,-2.1,-3.3,-18.0,0.6,-14.5,-5.4,-3.6
Cc1nn(-c2ccccc2)nc1C(=O)Nc1ccc2[nH]ncc2c1,-11.7,-0.6,-3.5,-7.9,-2.5,5.4,2.3,5.9,-1.1,18.7
CCCc1cc(C(=O)NCc2ccco2)no1,-1.2,-0.3,2.6,3.6,-0.7,4.3,0.0,17.0,1.4,9.4
CC(=O)NNc1[nH]c2c(c(=O)c1[N+](=O)[O-])c(=O)n(C)c(=O)n2C,0.2,0.4,2.9,1.4,-7.3,1.7,0.3,-3.6,-0.7,2.3
O=C(CNCc1ccccc1)Nc1ccc(Oc2ccccc2)cc1,5.4,-0.5,17.3,3.6,-14.0,18.8,-4.1,9.1,-1.4,-8.4
O=C(Nc1ccc2c(c1)C(=O)OC2)Nc1cccc2ccccc12,-14.6,i,0.4,-8.2,-4.0,-4.3,-0.9,16.7,1.5,-18.2
CCC(C)C(=O)Nc1nnc(SCC(=O)Nc2ccccc2F)s1 (configuration not stated),11.7,-0.2,3.9,5.0,-7.7,1.5,0.9,3.9,-2.6,5.3
CC(C)Oc1ccc(CCN)cc1Cl,-5.9,-0.6,-3.8,-9.9,-0.7,-4.3,0.4,-7.2,5.0,-5.5
FC(F)(F)c1cc(NCc2cccs2)n2ncnc2n1,-9.4,-1.6,1.5,5.0,-15.6,-3.3,-0.1,2.6,-0.7,3.6
O=C(CCn1c(=O)oc2ccccc21)NCc1cccs1,-18.4,i,-4.2,10.0,-12.0&-1.0&-5.0,6.9,.,-3.3,-3.5,4.6
COC(=O)[C@@H](NC(=O)Nc1ccc2c(c1)OCCO2)C(C)C,-12.5,-0.7,0.2,7.9,-21.1,4.7,.,11.3,-4.7,0.2
CCS(=O)CCSc1nc2ccccc2s1 (configuration not stated),-7.0,3.1,2.3,-3.8,-11.8,-4.3,.,4.9,2.8,-2.8
CNC(=O)c1sccc1S(=O)(=O)Cc1c(Cl)cccc1Cl,18.1,i,5.3,1.2,-5.4,-4.7,.,-2.5,-0.9,-3.8
O=C(C1CCN(S(=O)(=O)c2ccccc2)CC1)N1CCN(Cc2ccc3c(c2)OCO3)CC1,3.5,-0.1,0.0,11.4,-4.0,11.8,0.9,11.0,4.2,0.1
O=c1[nH]c(N2CCN(Cc3ccccc3)CC2)nc2c1CCC2,-10.6,6.3,1.0,5.5,-6.0,-3.0,1.6,17.7,4.0,12.0
CC(=O)Nc1ccc(C(=O)OCC(=O)c2ccc(S(=O)(=O)N3CCCCC3)cc2)cc1,8.1,i,5.2,-15.9,-3.8,-0.8,0.6,.,.,-13.1
COCCCNC(=O)c1ccc2c(c1)nc(C)n2-c1cccc(C)c1,-15.5,-6.7,10.5,-7.5,-6.8,-11.0,0.1,20.7,-2.7,13.6
O=C(CSc1nnc2ccccn12)NC(=O)c1ccccc1Cl,-2.8,i,-2.3,2.4,-8.3,-11.7,0.2,.,.,0.1

# Looked up above.
# Result for `COc1cccc(C(=O)NCc2ccc3c(c2)OCO3)c1` in Y pestis TopoI: -3.5
# Result for `CCC(C)C(=O)Nc1nnc(SCC(=O)Nc2ccccc2F)s1` (configuration not stated) in VHR inh abs: 3.9

# Some of the compounds tested (hit frequency here may not be typical).
